# From PubChem BioAssay
# PGC1a acetyl inh: modulators of PGC1a acetylation | U2OS PGC1a acetylation, AlphaScreen anti-acetyl-lysine; with virally co-expressed GCN5 acetyltransferase | inhibition, % at 15.6 µM | actives 0.17% (n = 350,000);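 active = every replicate shows inhibition of at least 40%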;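 also: 0% = neutral control wells and 100% = positive control wells; some results beyond the cut were filed as inactive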
# RAD54 branch: blocks human RAD54 Holliday junction branch migration; actives 0.14% (n = 360,000); AID 602329; inhibition, % at 10.4 µM; FAM/BHQ fluorescence;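 active = mean normalized replicate activity at least 40 and at least half of replicates scoring 40 or more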;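 also: 0% = median of neutral control wells and 100% = median of positive control wells; inhibitors cause a drop in the FAM fluorescence signal; in these data hits start at about 50%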
# E-selectin induc: E-selectin induction on HUVECs. P16581. HUVEC E-selectin immunofluorescence imaging; normalized: neutral wells 0, TNF-alpha wells 100. activation, % at 7.58 µM. actives 0.37% (n = 260,000);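 active = mean E-selectin-positive cell signal at least 10% of the positive control, reached in at least 60% of replicates, without over 20% cell loss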;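 also: in these data hits start at about 27%; measured in HUVEC primary endothelial cells; signal is the percent of cells scored E-selectin positive by PE staining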
# Target sequence (P16581 whole entry, looked up): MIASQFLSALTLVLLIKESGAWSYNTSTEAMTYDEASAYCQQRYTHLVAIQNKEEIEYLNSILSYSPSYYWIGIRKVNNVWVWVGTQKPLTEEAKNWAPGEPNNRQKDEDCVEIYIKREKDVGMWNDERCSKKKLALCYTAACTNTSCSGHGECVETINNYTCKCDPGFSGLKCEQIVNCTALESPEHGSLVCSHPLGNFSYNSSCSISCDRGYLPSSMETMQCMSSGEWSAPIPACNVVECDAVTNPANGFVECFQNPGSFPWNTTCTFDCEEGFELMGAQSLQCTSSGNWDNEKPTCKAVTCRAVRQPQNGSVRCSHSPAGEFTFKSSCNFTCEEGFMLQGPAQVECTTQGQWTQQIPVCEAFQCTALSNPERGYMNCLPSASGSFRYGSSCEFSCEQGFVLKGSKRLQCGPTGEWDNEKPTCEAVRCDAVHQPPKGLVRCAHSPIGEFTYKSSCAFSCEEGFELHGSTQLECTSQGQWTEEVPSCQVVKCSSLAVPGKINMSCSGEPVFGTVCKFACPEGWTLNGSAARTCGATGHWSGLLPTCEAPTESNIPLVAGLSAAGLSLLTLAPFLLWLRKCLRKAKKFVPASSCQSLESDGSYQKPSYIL
#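 Test system: HUVEC; input: 3,000 HUVEC/well; measured by: immunofluorescence imaging; read-out: % PE-positive cells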
# miR122 inh: inhibitors of miR-122 in Huh7 cells. Huh7 miR-122 Renilla luciferase sensor, 48 h; neutral wells = 0, positive control = 100. activation (reporter increase), % at 12.5 µM. AID 602342. actives 0.3% (n = 340,000);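 active = mean replicate activation score at least 90 and every replicate individually at or above 90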;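 also: higher luciferase means less miR-122 activity so hits act as miR-122 inhibitors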
# RAD52 inh: blocks human RAD52 DNA annealing; actives 0.46% (n = 360,000); inhibition, % at 18.7 µM; P43351; AID 651710; recombinant RAD52 DNA annealing, FRET fluorescence;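 active = every replicate showing at least 50% inhibition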
# Target sequence (P43351 whole entry, looked up): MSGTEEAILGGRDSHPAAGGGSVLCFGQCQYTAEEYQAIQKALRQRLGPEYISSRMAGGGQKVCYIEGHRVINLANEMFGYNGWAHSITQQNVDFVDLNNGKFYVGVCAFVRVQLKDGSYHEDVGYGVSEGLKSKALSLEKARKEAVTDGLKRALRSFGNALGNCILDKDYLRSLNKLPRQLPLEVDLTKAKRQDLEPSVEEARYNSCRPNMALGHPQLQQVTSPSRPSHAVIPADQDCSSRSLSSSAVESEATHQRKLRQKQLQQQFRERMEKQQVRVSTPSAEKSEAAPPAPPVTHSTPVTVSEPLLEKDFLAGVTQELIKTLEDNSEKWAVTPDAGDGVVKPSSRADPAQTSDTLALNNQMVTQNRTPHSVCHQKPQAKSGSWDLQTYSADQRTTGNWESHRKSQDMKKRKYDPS
# Cneo AK release: Cryptococcus neoformans lysis via adenylate kinase release. C. neoformans lysis, adenylate kinase release luminescence, 4 h; normalised: neutral wells 0, clomiphene wells 100. lysis activity, % at 15 µM. actives 0.2% (n = 360,000);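 active = mean lysis activity across replicates of at least 80%, whatever share of replicates individually reach that level; inactive = mean lysis activity below 80%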
#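 Assay system: C. neoformans cells. Amount: yeast cell density of 5 × 10^6 cells/mL. Technique: AK luminescence. Buffer or medium: YPD. Times: static 4 h at 37 °C with compound, 1 h detection. Dosing: single-point compound dose. Read-out: lysis from increased AK signal.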
# ERAP1 HTS inh: inhibitors of human ERAP1 aminopeptidase | actives 0.15% (n = 340,000) | AID 652197 | inhibition, % at 10.7 µM | recombinant ERAP1, Leu-AMC fluorescence, 60 min;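 active = mean replicate inhibition of at least 30%, or all replicates individually reaching that 30% level; inactive = mean below 30% and not every replicate reaching it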;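 also: 0% = neutral control wells and 100% = L-leucinethiol positive control wells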
# PglD inh: PglD (C. jejuni) enzyme inhibition; inhibition, % at 12.5 µM; actives 0.098% (n = 360,000); purified PglD enzyme, DTNB colorimetric CoA detection; AID 602405; in the data active = inhibition above about 16%, passing the limit was not always enough; also: strong numbers were not always called active
# * hit, by the source's call; . = not tested or not shown; [ ] = dose if it differs, or a comment.
SMILES,PGC1a acetyl inh,RAD54 branch,E-selectin induc,miR122 inh,RAD52 inh,Cneo AK release,ERAP1 HTS inh,PglD inh
Cc1cc(=O)n2c(ccc3ccccc32)c1C#N,9.4,-6.1,.,-3.3,.,12.1,.,2.4
C[C@H](CO)N1C[C@H](C)[C@H](CN(C)S(=O)(=O)c2cn(C)cn2)Oc2ccc(N(C)C)cc2C1=O,12.2,-3.3,-10.3,5.3[16.7 µM],-18.5,-3.4,-1.0,-0.9
CN(CC(=O)Nc1cccc(F)c1)C(=O)C1(c2ccccc2)CC1,13.8,-3.9,.,4.5,-2.0,-0.4,0.5,8.2
CCCNC(=O)[C@@H]1[C@@H](CO)[C@@H]2Cn3c(ccc(C4=CCCC4)c3=O)[C@H]1N2C(C)=O,.,-6.6,-1.2,-2.7[16.7 µM],-10.4,-0.4,-0.6,4.8
COc1cccc(NC(=O)CSc2nnc(-c3ccco3)c(-c3ccco3)n2)c1,-7.4,-3.9,.,-5.3,-20.9,1.2,-1.4,-1.1
CC(NC(=O)CN(c1ccc(Cl)cc1)S(C)(=O)=O)c1ccccc1 (configuration not stated),-3.6,3.3,.,-2.6,-2.7,-4.0,-2.1,-1.2
COc1ccccc1CNC(=O)CN1C(=O)C(C)N(c2ccc(C)cc2)C1=O (configuration not stated),8.7,-6.8,.,-8.0,.,-5.2,.,-4.0
CCCC[C@@H]1CNC(=S)N1CCC12CC3CC(CC(C3)C1)C2,-17.4,-3.8,0.0,3.2,-7.5,22.6,1.6,-0.3
COC(=O)c1ccc([C@H]2C=C(C(=O)O)O[C@@H](OCCCCO)C2)cc1,-3.5,11.2,.,.,11.3,5.4,4.2,2.5
Cc1ccc(S(N)(=O)=O)cc1NC(=O)C(c1ccccc1)c1ccccc1,11.8,1.2,.,17.0,-14.4,-2.5,-6.1,10.8
CC1(C(=O)Nc2cccc3cccnc23)CCN1C(=O)Cc1ccc(Cl)cc1Cl (configuration not stated),-13.9,-6.8,0.2,-2.0,-2.2,2.1,-1.7,0.9
CC(C)=CC(=O)Nc1nnc(C)s1,-2.8,-15.4,.,-4.2,.,-0.8,.,-2.6
COc1ccc(N(CC(=O)Nc2ccc(S(=O)(=O)N3CCOCC3)cc2)S(C)(=O)=O)cc1OC,.,8.3,0.9,-7.9,5.8,-1.2,-2.3,1.0
C[C@@H]1CCCCO[C@@H](CN(C)C(=O)Nc2ccccc2)[C@H](C)CN([C@H](C)CO)C(=O)c2cc(NC(=O)Cc3ccccc3)ccc2O1,0.2,11.4,.,-9.8[16.7 µM],-8.6,-2.3,-2.2,0.3
Cc1c(C(=O)OCC(=O)NCCN2C(=O)CSC2=O)oc2c1ccc1ccccc12,.,-1.8,-0.2,-0.6,-15.6,0.9,-0.6,-9.8
CCCCCNC(=O)C(C)NS(=O)(=O)c1ccc(OC)cc1 (configuration not stated),1.8,-7.6,.,0.8,.,-0.9,.,5.5
COc1ccc(OC(=O)c2cccnc2)cc1,1.5,4.8,.,-0.4,.,-2.4,.,-9.8
C[C@@H]1CN([C@H](C)CO)C(=O)Cc2cc(NS(=O)(=O)c3ccc(Cl)cc3)ccc2O[C@@H]1CN(C)S(=O)(=O)c1cn(C)cn1,2.2,5.7,0.4,7.1[16.7 µM],-12.1,2.0,1.1,0.1
COc1ccc(-c2cn(CC[C@@H]3CC[C@@H](NC(=O)NC(C)C)[C@H](CO)O3)nn2)cc1,13.7,2.1,-0.2,.,2.7,2.6,1.6,2.1
O=C(NCCCN1CCCC1=O)c1ccc2c(c1)NC(=O)c1ccccc1S2,11.1,1.9,0.2,0.9,-18.9,2.8,-1.4,-2.4

# Complete entries, looked up by structure.
# CCCNC(=O)[C@@H]1[C@@H](CO)[C@@H]2Cn3c(ccc(C4=CCCC4)c3=O)[C@H]1N2C(C)=O across the screens: PGC1a acetyl inh: .; RAD54 branch: -6.6; E-selectin induc: -1.2; miR122 inh: -2.7[16.7 µM]; RAD52 inh: -10.4; Cneo AK release: -0.4; ERAP1 HTS inh: -0.6; PglD inh: 4.8
# C[C@@H]1CN([C@H](C)CO)C(=O)Cc2cc(NS(=O)(=O)c3ccc(Cl)cc3)ccc2O[C@@H]1CN(C)S(=O)(=O)c1cn(C)cn1 across the screens: PGC1a acetyl inh: 2.2; RAD54 branch: 5.7; E-selectin induc: 0.4; miR122 inh: 7.1[16.7 µM]; RAD52 inh: -12.1; Cneo AK release: 2.0; ERAP1 HTS inh: 1.1; PglD inh: 0.1

# Next part
SMILES,PGC1a acetyl inh,RAD54 branch,E-selectin induc,miR122 inh,RAD52 inh,Cneo AK release,ERAP1 HTS inh,PglD inh
CCn1c(C)cc(/C=C2/NC(=O)N(CC(=O)Nc3cccc(C)c3)C2=O)c1C,11.9,-1.5,.,-3.4,.,0.0,.,5.4
CCC(C)Sc1nc2c(cnn2-c2ccccc2)c(=O)[nH]1 (configuration not stated),5.1,-13.2,-0.5,-4.2,-8.7,-0.5,-0.4,3.7
Cc1cc2cc(C(c3nnnn3C(C)(C)C)N(Cc3ccco3)CC3CCCO3)c(=O)[nH]c2cc1C (configuration not stated),-6.1,3.3,.,-17.2,.,2.6,.,2.6
CSc1cccc(NC(=O)C2CCN(S(=O)(=O)c3ccc4c(c3)NC(=O)CO4)CC2)c1,-7.2,13.6,.,-4.0,-9.7,0.8,-6.5,-0.2
CC(=O)Nc1ccc(-c2ccnc3c2CC(C)(C(=O)NCc2ccncc2)O3)cc1 (configuration not stated),2.3,-0.4,0.4,5.6,-0.3,1.4,-2.3,2.2
CCCC(=O)Nc1ccccc1-c1nnc(SCC)[nH]c1=O,-5.1,.,0.3,-4.2,-10.4,.,.,.
Cc1sc2ncn(CC(=O)NCCCC(=O)N3CCN(c4ccccc4)CC3)c(=O)c2c1C,13.6,-10.4,.,-9.9,.,0.4,.,-2.0
Cc1ccc(OCC(=O)Oc2cccc(C)c2C)cc1,.,1.0,.,1.0,6.3,1.1,0.8,1.2
COc1ccccc1CC(=O)NC1CCN(Cc2ccccc2)CC1,.,-1.6,-0.1,-0.4,-21.2,2.2,0.1,4.1
O=C(COC(=O)c1ccccn1)Nc1ccccc1Cl,-5.4,-1.5,.,-1.8,.,1.9,.,4.8
C=C1C(C(=O)Nc2ccc(OC)cc2)C1C(=O)Nc1ccc(OC)cc1 (configuration not stated),4.1,2.0,3.9,-4.6,-9.7,-0.2,-4.0,-1.3
CC(C)(CO)NCC(O)Cn1cc(C=O)c2ccccc21 (configuration not stated),8.2,.,0.6,.,-6.8,.,0.2,.
COc1cc(OC)c(C(=O)O/N=C(\N)c2ccccn2)cc1OC,-3.4,-13.5,-1.7,-1.2,0.4,8.6,-3.5,-4.1
Cc1ccc(Sc2cnccc2C#N)cc1,.,-1.2,.,-5.8,0.4,-5.2,2.0,4.4
CC(=O)SC1CC(=O)C=C2CCC3C4CCC(=O)OC4(C)CCC3C21C (configuration not stated),8.2,1.6,0.6,-1.9,-3.9,0.7,-5.3,-1.7
CC/C(=N/Nc1ccccc1C)c1cnnc(SC)n1,2.8,1.9,0.1,-6.0,-11.4,0.7,-2.6,-4.7
Oc1c(C=C2N=c3ccccc3=N2)sc(=S)n1C1CCCC1,-3.9,-0.5,.,-1.1,.,1.8,.,-5.6
CC(C)Cn1c(CCC(=O)O)ccc1-c1cccs1,-9.8,-6.9,.,-4.0,.,0.8,.,-3.3
COc1ccc(S(=O)(=O)N(C)C[C@H]2OCCCC[C@@H](C)Oc3ccc(NS(=O)(=O)c4cn(C)cn4)cc3C(=O)N([C@@H](C)CO)C[C@@H]2C)cc1,6.8,1.4,.,-2.9[16.7 µM],27.3,-5.4,1.5,3.3
CCCc1nc2sc3ccccc3c(=O)c2c(=O)n1Cc1ccco1,-1.1,12.9,.,4.7,.,1.2,.,-1.9

# 3 successive compounds from above, quoted:
SMILES,PGC1a acetyl inh,RAD54 branch,E-selectin induc,miR122 inh,RAD52 inh,Cneo AK release,ERAP1 HTS inh,PglD inh
CC(C)Cn1c(CCC(=O)O)ccc1-c1cccs1,-9.8,-6.9,.,-4.0,.,0.8,.,-3.3
COc1ccc(S(=O)(=O)N(C)C[C@H]2OCCCC[C@@H](C)Oc3ccc(NS(=O)(=O)c4cn(C)cn4)cc3C(=O)N([C@@H](C)CO)C[C@@H]2C)cc1,6.8,1.4,.,-2.9[16.7 µM],27.3,-5.4,1.5,3.3
CCCc1nc2sc3ccccc3c(=O)c2c(=O)n1Cc1ccco1,-1.1,12.9,.,4.7,.,1.2,.,-1.9

# (next part)
SMILES,PGC1a acetyl inh,RAD54 branch,E-selectin induc,miR122 inh,RAD52 inh,Cneo AK release,ERAP1 HTS inh,PglD inh
Cc1ccc(S(=O)(=O)Nc2ccc3c(c2)C(=O)N([C@H](C)CO)C[C@H](C)[C@H](CN(C)S(=O)(=O)c2ccc(Cl)cc2)OCCCC[C@H](C)O3)cc1,10.0,17.4,0.8,-3.5[16.7 µM],.,12.4,.,4.0
CCNC(=S)NNC(=O)c1csc(C)c1,3.7,5.3,0.6,-6.3,-4.4,-4.2,-2.6,-1.8
COc1ccccc1N1CCN(CC(O)COc2c(OC)cccc2OC)CC1 (configuration not stated),-2.7,-13.0,-2.2,-0.8,.,0.0,.,6.6
COc1ccc(C2C(C)C(=O)C(C)C(c3ccc(OC)cc3)N2N=O)cc1 (configuration not stated),-7.2,.,0.1,-1.0,-20.8,.,1.6,.
COCCNC(=O)C1(C)CCCN(Cc2ccc(OC)cc2)C1 (configuration not stated),.,-5.4,.,-4.2,.,0.4,.,-2.2
COc1cccc(S(=O)(=O)N[C@H]2C=C[C@H](CC(=O)NCc3ccc(Cl)cc3)O[C@@H]2CO)c1,4.5,5.3,8.5,.,-2.9,10.5,7.2,-0.6
COc1ccc(C2NC(=O)C(C#N)=C(S)N2c2cccc(C)c2)cc1OC (configuration not stated),.,3.4,.,.,-22.2,-1.1,2.7,2.6
COc1ccc(NC(=O)N(C)C[C@@H]2Oc3ncc(C#CCC(C)C)cc3C(=O)N([C@@H](C)CO)C[C@H]2C)cc1,-5.4,.,0.2,.,3.5,.,1.1,.
COc1ccc(CCN2C(=O)NC(NC(C)=O)(C(F)(F)F)C2=O)cc1OC (configuration not stated),-49.0,-1.3,-0.6,2.8,0.0,2.4,0.9,4.3
Cc1c(C(=O)NNC(=S)NCc2ccc(Cl)cc2)oc2ccccc12,.,2.6,1.1,0.9,-7.9,10.1,-4.5,-3.5
CC(=O)c1ccc(S(=O)(=O)NCCCC(=O)NCCc2ccccn2)cc1,-9.1,4.4,1.6,0.0,.,0.0,.,-4.0
Cc1noc(C)c1NC(=O)Nc1cccc2c1O[C@H](CN(C)Cc1ccc3c(c1)OCO3)[C@H](C)CN([C@H](C)CO)C2=O,11.3,9.3,-4.1,-3.3[16.7 µM],-1.7,-0.9,0.9,-0.5
C[C@@H]1CCCCO[C@H](CN(C)S(=O)(=O)c2cccs2)[C@@H](C)CN([C@H](C)CO)C(=O)c2cc(NS(=O)(=O)c3ccccc3)ccc2O1,0.0,5.9,.,-2.2[16.7 µM],20.1,2.9,-5.1,3.8
C[C@H]1CCCCO[C@H](CN(C)CC2CCCCC2)[C@@H](C)CN([C@@H](C)CO)C(=O)c2cc(NC(=O)CCC(F)(F)F)ccc2O1,5.1,22.9,-0.3,9.1[16.7 µM],.,-9.7,.,-1.2
COc1cc(C=NCc2ccccc2)ccc1O,.,9.5,0.1,.,-6.5,0.5,-2.6,-4.0
C[C@H](CO)N1C[C@H](C)[C@H](CN(C)Cc2ccc(C(F)(F)F)cc2)OCCCC[C@H](C)Oc2ccc(NS(C)(=O)=O)cc2C1=O,-2.7,-5.4,-0.2,-10.3[16.7 µM],.,0.0,.,-2.5
CCC(=O)N1C[C@@H](C)[C@@H](OC)CN(C)C(=O)c2ccc(NC(=O)C3CCCCC3)cc2OC[C@H]1C,.,1.8,-0.2,0.6[16.7 µM],-0.6,1.2,1.0,0.7
